# ER stress rescue: rescue of cells from ER stress-induced death, primary screen, 384-well, CSM14.1, thapsigargin, ATP luminescence (AID 1222) | CSM14.1 thapsigargin-induced death rescue, ATP luminescence; higher % means a stronger effect | 190,000 tested, under 10 active | cellular ATP content (survival), % at 20 µM, or EC50 in µM where a hit was titrated;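 active = EC50 below 50 µM in the dose-response confirmation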;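 also: death triggered by thapsigargin at about 15 µM added after 2 h compound pretreatment; cell ATP read after overnight thapsigargin exposure of roughly 18 to 22 hours; normalized against plate controls of thapsigargin alone and 5% DMSO vehicle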
# P. falciparum M1AAP: P. falciparum M1AAP inhibitors, biochemical, fluorogenic H-Leu-NHMec substrate, 1536-well (AID 1445). Aminopeptidase N (Plasmodium falciparum (isolate 3D7)). recombinant M1AAP, H-Leu-NHMec fluorogenic kinetic assay; higher % means a stronger effect. one-dose inhibition, % at 30 µM; IC50 in µM for titrated hits. hit rate 0.42% among 220,000;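 active = primary inhibition above the hit cutoff, then over 50% inhibition at one or more dose response concentrations, cut at about 23% in these data, passing the limit was not always enough; inconclusive = conflicting primary data, or primary hits not chosen for dose response; inactive = low primary inhibition, or under 50% at every dose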;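 also: plate controls were DMSO full reaction for no effect and no enzyme background for full effect; strong numbers were not always called active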
# Hep lipid drop: inhibitors of hepatocyte lipid droplet formation, primary screen, imaging, high-throughput imaging, BODIPY stain; AID 1656, 2009; hit rate 0.4% among 240,000; AML12 mouse hepatocytes, oleate lipid droplets; inhibition, % at 6.5 µM;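 active = lipid droplet intensity inhibited by at least 50%, with more than 500 cells counted; inconclusive = wells with under 300 cells, treated as cytotoxic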
#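 Assay system: AML12 hepatocytes (mouse) / Also added: 100 µM oleic acid challenge / Times: overnight treatment with compound plus oleate / Detection: high-content imaging of BODIPY-stained droplets and DAPI nuclei / Evaluation: % inhibition of lipid droplet signal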
# LYP inhibition: inhibitors of LYP phosphatase, biochemical, fluorescence intensity, uHTS (AID 1779); Tyrosine-protein phosphatase non-receptor type 22 (Homo sapiens); recombinant LYP phosphatase, fluorescence intensity; higher % means a stronger effect; inhibition, % at 11.5 µM, or IC50 in µM where a hit was titrated; hit rate 0.054% among 290,000;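 also: plate controls were vehicle with enzyme for no effect and no enzyme for full effect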
# XIAP antagonists: XIAP antagonists, biochemical, IAP family, fluorescence polarization (AID 1018). E3 ubiquitin-protein ligase XIAP (Homo sapiens). XIAP BIR domain, fluorescence polarization peptide displacement; higher % means a stronger effect. displacement, % at 20 µM, or IC50 in µM where a hit was titrated. hit rate 0.007% among 200,000; in the data active = displacement above about 50%; also: a part of the inactive calls stands beside numbers as strong as those of hits
# HEK293 NOD2/NF-kB: NOD2 signaling inhibitors, cell-based, luminescence, uHTS, HEK293 (AID 1566). HEK293 NOD2/NF-kB luciferase reporter, luminescence; higher % means a stronger effect. inhibition, % at 4 µM; hits with a dose series show EC50 in µM. hit rate 0.63% among 290,000; also: many of its hits are not listed in these tables
# Siah-1 displacement: Siah-1 peptide-binding antagonists, primary screen, biochemical, fluorescence polarization, rhodamine-plectin, uHTS (AID 1817) | E3 ubiquitin-protein ligase SIAH1 (Homo sapiens) | displacement, % at 20 µM; hits with a dose series show IC50 in µM | hit rate 0.02% among 290,000 | Siah-1 / rhodamine-plectin peptide fluorescence polarization; higher % means a stronger effect;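 active = displacement of at least 50% at 20 µM, with a fluorescence ratio check between 0.3 and a set limit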;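 also: plate controls were Siah plus tracer with DMSO for no effect and tracer alone without Siah for full effect; strong numbers were not always called active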
# M17LAP inhibition: P. falciparum M17LAP inhibitors, primary screen, biochemical, fluorogenic H-Leu-NHMec substrate, 1536-well (AID 1619) | Leucine aminopeptidase (Plasmodium falciparum (isolate 3D7)) | recombinant M17LAP, H-Leu-NHMec fluorogenic kinetic assay; higher % means a stronger effect | inhibition, % at 30 µM, or IC50 in µM where a hit was titrated | hit rate 0.38% among 220,000;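 active = compound inhibiting the enzyme by more than half at any dose during confirmatory dose-response retesting; inconclusive = strong single-dose inhibitors picked by rank but not retested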;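 also: plate controls were full reaction with DMSO carrier for no effect and no enzyme background for full effect; strong numbers were not always called active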
# AID2073: inhibitors of Mint1-CaV2.2 protein interaction, biochemical, HTRF (AID 2073); HTRF protein-protein interaction, Mint1-CaV2.2; higher % means a stronger effect; Voltage-dependent N-type calcium channel subunit alpha-1B (Homo sapiens); hit rate 0.19% among 290,000; inhibition, % at 20 µM, or IC50 in µM where a hit was titrated; in the data active = inhibition mostly above about 51%, no sharp cut-off; inconclusive = no clear call, values can overlap the other calls; inactive = mostly below about 53%; also: some results filed as inactive read as strong as hits
# Hep lipid drop cells 6.5 µM: further read-out of Hep lipid drop, marked with its call; cell count; measured here: cell count, cytotoxicity flag;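 cells counted across two imaged fields per well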
# Active calls of the source: *; ? = inconclusive; nt = not tested or not shown. Rule as the data show it, unless noted: active = inhibition above about 50%; inactive = the rest. Not all compounds are listed, so the mix of outcomes need not match the whole.
canonical_smiles,ER stress rescue,P. falciparum M1AAP,Hep lipid drop,Hep lipid drop cells 6.5 µM,LYP inhibition,XIAP antagonists,HEK293 NOD2/NF-kB,Siah-1 displacement,M17LAP inhibition,AID2073
Cc1ccc2nc(NC(=O)c3ccc(-c4nc5ccccc5s4)s3)sc2c1,-6.6%,-2%,-4,675,-5%,-3.7%,-11%,18%,2%,14%
CN(C)C(=O)c1cc([N+](=O)[O-])cc([N+](=O)[O-])c1N(C)C,3.3%,12%,nt,nt,-7%,-4.1%,15%,-3%,28%,-2%
Cc1cccc(NC(=O)NCc2ccc3c(c2)OCO3)c1C,-0.4%,-4%,-15,692,3%,-4.4%,-12%,-3%,-15%,2%
CCC(C)NCC(=O)Nc1sc2c(c1C(N)=O)CCC2 (stereo unspecified),4.3%,0%,9,792,-2%,-1.3%,-4%,-9%,-2%,-21%
Cc1ccc(C(=O)OC(C(=O)Nc2ccc(Cl)cc2C(F)(F)F)c2ccccc2)cc1 (stereo unspecified),-0.3%,2%,-26,763,-1%,-6.3%,-2%,0%,-8%,-2%
Cc1nc(SCCCSc2n[nH]c(C)n2)n[nH]1,1.7%,-1%,31,662,-5%,-2.7%,16%,4%,5%,8%
COc1ccc(N(C)S(=O)(=O)c2c(C)[nH]c(=O)[nH]c2=O)c(OC)c1,-0.8%,6%,nt,nt,-8%,-4.9%,9%,-1%,5%,18%
Cc1c(C)c2ccc(OCc3ccc(C(=O)O)o3)c(C)c2oc1=O,-1.8%,10%,nt,nt,-3%,1.3%,-40%,-1%,-32%,4%
O=C1/C(=C/c2ccc([N+](=O)[O-])cc2)C=C(c2ccccc2)N1c1ccc(O)cc1,-0.6%,10%,1,773,7%,-18%,-63%,0%,-3%,7%
O=C(N/N=C/C=C/c1ccco1)c1cccc([N+](=O)[O-])c1,-2.1%,15%,-4,664,5%,-4.8%,-5%,83%,17%,65%
CCOC(=O)c1sc2nc(CC(=O)OC)nc(NCC(=O)OC)c2c1C,-1.0%,4%,nt,nt,-11%,-0.2%,-9%,-1%,-32%,14%
O=C(C1=C(O)C(=O)N(CCc2ccccc2)C1c1ccncc1)c1cc2ccccc2o1 (stereo unspecified),0.9%,16%,-1,733,-4%,-12%,-19%,2%,19%,7%
Nc1cccnc1S(=O)(=O)c1ccccc1,nt,nt,10,789,-2%,nt,6%,4%,nt,5%
COc1ccc(CNc2ccc3c(c2)ncn3C)cc1OC,nt,nt,1,764,-6%,nt,0%,6%,nt,-3%
CN(C(=O)COC(=O)c1n[nH]c2ccccc12)C1CCS(=O)(=O)C1 (stereo unspecified),0.9%,0%,13,665,-8%,-4.5%,2%,5%,-1%,-2%
CCOc1c2ccc(C(=O)NCc3ccco3)cc2nn1CC,-0.5%,1%,nt,nt,-7%,-6.5%,10%,-2%,-44%,6%
COc1ccc(/C=N/Nc2ccccc2C(=O)O)cc1,nt,nt,-8,744,-1%,nt,-115%,-2%,nt,13%
CCC(=O)N1CCN=C1SCc1ccc(Cl)cc1,nt,9%,-33,635,0%,-4.8%,3%,4%,0%,3%
CC(C)CN(C(=O)COC(=O)C12CC3CC(CC(O)(C3)C1)C2)C1CCS(=O)(=O)C1 (stereo unspecified),0.2%,0%,nt,nt,-5%,-1.2%,4%,1%,4%,-5%
Cc1noc(C)c1CSCC(=O)OCc1nc2ccccc2c(=O)n1CC#N,-2.5%,15%,nt,nt,-15%,-4.4%,0%,0%,20%,3%
CC(=O)Nc1ccc(OC(=O)c2cccnc2)cc1,nt,-2%,-1,714,1%,-4.8%,1%,5%,8%,2%
CC1CCCCC1NC(=O)c1ccc(S(=O)(=O)NCc2ccco2)cc1 (stereo unspecified),-2.6%,-1%,-32,702,-13%,-9.1%,13%,-1%,-2%,4%
COc1ccc(OCC(=O)N2CCN(C(=O)c3cccs3)CC2)cc1,-0.9%,3%,-4,750,-2%,-5.6%,-1%,-1%,-11%,-4%
O=S(=O)(NCc1c(Cl)cccc1Oc1ccccc1)c1ccc(F)cc1,nt,3%,6,804,-3%,nt,3%,0%,3%,-16%
CCOC(=O)C1(Cc2cccc(OC)c2)CCN(CC=C(C)C)CC1,-1.2%,0%,-14,651,-10%,-4.4%,-8%,12%,0%,0%
COc1ccc(/C=N/NC(=O)c2cccc(NC(=O)c3ccc(F)cc3)c2)c(C(=O)O)c1OC,0.7%,10%,-6,747,-5%,-8.3%,-11%,-7%,29%,12%
COc1ccc(CCNC(=O)C2CC(=O)N(c3ccc(C(C)(C)C)cc3)C2)cc1OC (stereo unspecified),1.4%,5%,20,720,-2%,-1.7%,14%,3%,2%,-2%
CCc1nnc(NC(=O)c2ccc(-c3cccc(C(F)(F)F)c3)o2)s1,-1.5%,-5%,9,677,1%,-8.3%,18%,-4%,0%,20%
CCOc1ccccc1C(=O)NN1CCOCC1,nt,nt,0,872,-16%,nt,5%,-7%,nt,8%
O=C(NCc1ccco1)C(c1ccccc1)N(C(=O)Cc1cccs1)c1cccnc1 (stereo unspecified),nt,9%,8,717,-3%,-6.3%,4%,-5%,-2%,0%
CC(=O)Nc1ccc(S(=O)(=O)NNC(=O)CCc2ccccc2)cc1,nt,nt,-1,813,-10%,nt,6%,0%,nt,4%
O=C(c1ccccc1)C1CN(Cc2ccccc2)CCC1(O)c1ccccc1 (stereo unspecified),5.4%,2%,-5,727,-8%,-4.6%,-1%,-1%,9%,?
CN1C(=O)/C(=N/OC(=O)c2ccccc2)c2ccccc21,-3.8%,-1%,nt,nt,3%,-7.0%,-5%,-3%,-2%,7%
CCOC(=O)C1Cc2c([nH]c3ccccc23)C(C)N1 (stereo unspecified),2.9%,1%,-3,773,-11%,-10%,12%,-3%,3%,2%
COc1cccc(SCc2noc(C(=O)NCc3ccccc3)c2C(=O)NCc2ccccc2)c1,nt,-1%,nt,nt,-9%,nt,19%,9%,-7%,-11%
COc1ccccc1C(=O)Nc1ccc(N2CCCCC2)cc1,-3.0%,-3%,14,781,-10%,-3.0%,-58%,-6%,-6%,0%
O=C(C1=C[C@H](c2ccc(C(F)(F)F)cc2)C[C@H](OCCCCO)O1)N1CCN(Cc2ccccc2)CC1,1.3%,12%,-3,656,-2%,-3.6%,-5%,1%,1%,5%
CCc1ccc2[nH]c(=O)c(C(c3nnnn3CC3CCCO3)N3CCN4CCCC4C3)cc2c1 (stereo unspecified),-1.7%,7%,-1,709,-4%,-5.7%,3%,4%,15%,8%
COC(=O)c1ccc(/C=N/NC(=O)CNc2cccc(C)c2)cc1,0.6%,7%,-42,725,1%,-5.3%,5%,-1%,1%,1%
O=C(Nc1cccc(C(=O)O)c1)/C(=C/c1ccc([N+](=O)[O-])cc1)NC(=O)c1ccccc1,-0.3%,8%,-1,727,0%,-0.2%,5%,11%,30%,1%
CCOCCn1cnc2sc(C(=O)Nc3nc(C)c(C(=O)OCC)s3)c(C)c2c1=O,-0.9%,nt,nt,nt,-9%,0.4%,-7%,0%,nt,8%
C#CCOCCOCCOCCNc1nc(N2CCN(C(=O)[C@H](CCCCN)n3cc([C@@H](N)CO)nn3)CC2)nc(N2CCN(C(=O)[C@H](Cc3cc4ccccc4[nH]3)n3cc([C@@H](N)Cc4ccc(O)cc4)nn3)CC2)n1,-1.8%,-5%,3,746,-24%,-6.3%,-23%,0%,0%,-4%
CCCC(=O)Nc1nc(-c2ccc3c(c2)OCCO3)cs1,-0.2%,14%,-8,648,-4%,-6.5%,-112%,2%,4%,5%
CCCCC[C@H]1CN(C2CCCCC2)C(=O)[C@@H]1CC(=O)NCc1ccccc1,nt,nt,21,762,5%,nt,-14%,2%,nt,3%
CCOC(=O)Nc1ccc2c(c1)nc(CN1CCN(C(C)=O)CC1)n2C,4.7%,0%,6,760,-3%,-5.7%,-9%,-1%,1%,-3%
CCOC(=O)CSc1nc(C(C)(C)C)nc2ccccc12,-2.4%,-3%,12,637,-1%,-4.8%,9%,-5%,-1%,-1%
Cc1ccc(C(=O)Nc2c(C)cc(C)c3cccnc23)cc1,nt,nt,-6,804,-1%,nt,13%,0%,nt,2%
COc1cccc(CN(C)Cc2cc(=O)oc3c(C)c(C)ccc23)c1,nt,nt,1,633,1%,nt,-13%,1%,nt,8%
CCOc1ccc(OCC)c(NC(=O)CCCN2C(=O)c3cccnc3C2=O)c1,-3.1%,12%,-4,710,-4%,3.6%,-3%,2%,10%,-5%
COc1ccc(N(C(=O)CNC(=O)c2ccco2)C(C(=O)NCC2CCCO2)c2ccc(OC)c(OC)c2)cc1 (stereo unspecified),nt,nt,nt,nt,-1%,nt,-19%,-7%,nt,11%

# Next part:
canonical_smiles,ER stress rescue,P. falciparum M1AAP,Hep lipid drop,Hep lipid drop cells 6.5 µM,LYP inhibition,XIAP antagonists,HEK293 NOD2/NF-kB,Siah-1 displacement,M17LAP inhibition,AID2073
Cc1ccc(CC2CC(=O)N(c3ccc(Cl)cn3)C2=O)cc1 (stereo unspecified),4.5%,6%,2,782,2%,-5.0%,6%,-2%,0%,-19%
Cc1ccc(S(=O)(=O)N/N=C/c2c[nH]c3ccccc23)cc1,-1.3%,-1%,-5,676,-4%,-10%,43%,-2%,-2%,-4%
Cc1ccc(S(=O)(=O)N2CCCC(C(=O)NCC3COCCO3)C2)cc1 (stereo unspecified),0.2%,15%,nt,nt,-3%,-1.4%,12%,-2%,12%,1%
COC(=O)c1ccccc1NC(=O)CSc1[nH]c(=O)cc(C)c1C#N,2.4%,nt,13,715,-4%,-3.2%,28%,4%,nt,42%
Cc1c(NC(=O)C(C)OC(=O)c2cccnc2)c(=O)n(-c2ccccc2)n1C (stereo unspecified),-0.1%,8%,17,711,-4%,-1.2%,8%,-3%,-3%,-1%
CN(C(=O)c1cc2sccc2n1C)C1CCCCC1,-3.6%,-6%,-18,620,0%,-6.7%,-75%,0%,4%,1%
CSc1nc(N2CCOCC2)c2ccccc2n1,nt,13%,1,744,-4%,-0.7%,2%,-4%,15%,11%
CCCCNC(=S)N(C)N=C1CCC(c2ccccc2)CC1 (stereo unspecified),0.2%,2%,4,633,-4%,-9.1%,13%,-2%,12%,-17%

# From PubChem
